# RGS7-Gao = RGS7-Galphao binding modulators, primary screen, biochemical, multiplexed bead flow cytometry | actives lie on both sides | binding response (% of control), % at 10 µM | 220,000 compounds, 0.35% hits; in the data active = binding response below about 49% or above about 150%; inconclusive = no clear call, values can overlap the other calls; inactive = in between;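 note: fluorescent Galphao held in activated GDP-AlF4 state binding bead-coupled RGS7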
# Target sequence (P09471 whole entry, looked up): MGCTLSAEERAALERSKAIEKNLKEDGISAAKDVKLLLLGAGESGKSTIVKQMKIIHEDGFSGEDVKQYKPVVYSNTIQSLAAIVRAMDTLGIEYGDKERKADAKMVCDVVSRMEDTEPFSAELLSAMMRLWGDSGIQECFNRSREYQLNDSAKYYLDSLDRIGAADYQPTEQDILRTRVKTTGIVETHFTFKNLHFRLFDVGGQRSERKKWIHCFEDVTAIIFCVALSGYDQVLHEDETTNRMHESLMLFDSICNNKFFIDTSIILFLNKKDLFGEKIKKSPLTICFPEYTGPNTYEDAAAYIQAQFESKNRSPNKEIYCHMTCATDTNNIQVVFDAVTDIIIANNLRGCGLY
# GSH fluor = compound fluorescence on glutathione beads, profiling panel, artefact control, biophysical, 488/530 nm, flow cytometry; GSH beads flow cytometry, compound fluorescence 488/530 nm; hits give high values; fluorescence (KMESF) at 10 µM; 190,000 compounds, 0.25% hits; AID 1776, 2009; in the data active = fluorescence above about 89;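 note: glutathione beads carrying GST-tagged Bcl family fusion proteins plus one bare bead set; values are compound well signal with DMSO vehicle wells as background; inactives centre near 16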
# Bim-Bcl-XL = inhibitors of Bim-Bcl-XL binding, primary screen, biochemical, multiplexed, bead flow cytometry, human Bcl-XL; inhibition, % at 10 µM; 190,000 compounds, 0.04% hits; Bim peptide-Bcl-XL binding, fluorescence; Bcl-2-like protein 1 (Homo sapiens), Q07817
# Bim-Bcl-B = inhibitors of Bim-Bcl-B binding, primary screen, biochemical, multiplexed, human Bcl-2 family. Bcl-2-like protein 10 (Homo sapiens), Q9HD36. 190,000 compounds, 0.073% hits. inhibition, % at 10 µM. bead-based flow cytometry, Bim peptide-Bcl-B binding;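 note: 0% = tracer peptide without compound and 100% = reference inhibitor peptide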
# Target sequence (Q9HD36 whole entry, looked up): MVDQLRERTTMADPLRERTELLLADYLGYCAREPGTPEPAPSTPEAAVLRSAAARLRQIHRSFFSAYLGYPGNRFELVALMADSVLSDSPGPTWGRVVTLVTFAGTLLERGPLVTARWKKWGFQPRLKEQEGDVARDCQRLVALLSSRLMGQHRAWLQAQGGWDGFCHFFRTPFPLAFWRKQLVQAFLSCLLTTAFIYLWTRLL
# Bfl-1 Bim block = inhibitors of Bim binding to Bfl-1, primary screen, biochemical, multiplexed, bead-based flow cytometry; Bcl-2-related protein A1 (Homo sapiens), Q16548; Bim-Bfl-1 binding inhibition; inhibition, % at 10 µM; 190,000 compounds, 0.12% hits; AID 1008, 2008;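 note: 0% = wells without compound plus tracer and 100% = blocker peptide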
# RGS4-Gao reg = modulators of RGS4 binding to Galphao, primary screen, biochemical, multiplexed bead flow cytometry. Guanine nucleotide-binding protein G(o) subunit alpha (Homo sapiens), P09471. actives lie on both sides. binding response (% of control), % at 10 µM. 220,000 compounds, 0.33% hits. AID 1415, 2008; in the data active = binding response below about 49% or above about 150%; inactive = in between;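 note: fluorescent Galphao activated with aluminum fluoride binding bead-coupled RGS4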
# Bim-Mcl-1 = inhibitors of Bim peptide binding to Mcl-1, primary screen, biochemical, bead-based flow cytometry, multiplex; Induced myeloid leukemia cell differentiation protein Mcl-1 (Homo sapiens), Q07820; Bim peptide-Mcl-1 binding; inhibition, % at 10 µM; 190,000 compounds, 0.1% hits;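 note: 0% = no compound tracer wells and 100% = peptide blocker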
# Bcl-W Bim block = inhibitors of Bim binding to Bcl-W, primary screen, biochemical, multiplexed, bead-based flow cytometry | inhibition, % at 10 µM | Bim peptide-Bcl-W binding | AID 952, 2007 | 190,000 compounds, 0.02% hits;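 note: 0% = bound tracer without compound and 100% = peptide blocker; higher means less fluorescent Bim peptide bound to Bcl-W beads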
# Target sequence (Q92843 whole entry, looked up): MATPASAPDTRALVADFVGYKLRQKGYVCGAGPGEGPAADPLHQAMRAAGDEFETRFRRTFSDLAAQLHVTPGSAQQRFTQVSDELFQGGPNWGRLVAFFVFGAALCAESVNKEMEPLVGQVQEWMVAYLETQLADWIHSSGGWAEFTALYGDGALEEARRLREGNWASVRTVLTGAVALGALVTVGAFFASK
# Mcl1-Bid inh = Mcl-1/Bid binding inhibitors, primary screen, biochemical, TR-FRET, 1536-well; 220,000 compounds, 0.97% hits; TR-FRET Mcl-1/Bid-Dy647 peptide binding; inhibition, % at 21.7 µM; Induced myeloid leukemia cell differentiation protein Mcl-1 (Homo sapiens), Q07820;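 active = compounds that cut the binding signal by more than half at the single screening dose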;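 note: His-tagged Mcl-1 with europium anti-His antibody binding Bid BH3 peptide; 0% = Mcl-1 plus peptide wells and 100% = peptide-only wells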
# Bcl-2 Bim block = inhibitors of Bim-Bcl-2 binding, primary screen, biochemical, multiplexed, human Bcl-2 family | Apoptosis regulator Bcl-2 (Homo sapiens), P10415 | Bead-based flow cytometry, Bim peptide-Bcl-2 binding | inhibition, % at 10 µM | 190,000 compounds, 0.06% hits; in the data active = inhibition above about 40%; inconclusive = no clear call, values can overlap the other calls;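 note: 0% = no compound wells with probe peptide and 100% = reference peptide inhibitor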
# Target sequence (P10415 whole entry, looked up): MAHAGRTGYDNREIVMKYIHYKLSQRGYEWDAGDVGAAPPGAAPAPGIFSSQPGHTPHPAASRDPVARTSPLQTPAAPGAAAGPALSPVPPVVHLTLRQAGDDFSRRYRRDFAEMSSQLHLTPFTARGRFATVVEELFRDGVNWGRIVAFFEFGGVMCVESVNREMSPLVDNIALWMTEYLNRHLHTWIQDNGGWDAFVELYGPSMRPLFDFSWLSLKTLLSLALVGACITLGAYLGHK
# RGS8-Gao = RGS8-Galphao binding modulators, primary screen, biochemical, multiplexed bead flow cytometry | actives lie on both sides | response (percent of control binding), % at 10 µM | 220,000 compounds, 0.34% hits | AID 1423, 2008; in the data active = response below about 60% or above about 140%; inactive = in between;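 note: Galphao activated as the GDP aluminium fluoride complex binding bead-coupled RGS8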
# * marks the source's active call; other numbers are inactive results; ? = inconclusive. Cut-off read from the data, not from the text of the source, unless noted: active = inhibition above about 40%. Compounds as they come (roughly 1.8% active in at least one column).
SMILES,RGS7-Gao,GSH fluor,Bim-Bcl-XL,Bim-Bcl-B,Bfl-1 Bim block,RGS4-Gao reg,Bim-Mcl-1,Bcl-W Bim block,Mcl1-Bid inh,Bcl-2 Bim block,RGS8-Gao
C=CCn1c(COc2ccccc2C)nnc1SCC(=O)O,99,28,-10,-12,-20,99,-4,-4,7,-13,100
O=C(c1ccccc1NS(=O)(=O)c1cccs1)N1CCOCC1,102,26,-9,-10,-24,104,-3,-7,-14,-10,103
COc1nc(N(C#N)CC(N)=O)nc(N2CCCC2)n1,105,19,0,1,0,101,0,0,-20,0,99
CCC(=O)Nc1c(-c2ccc(OC)cc2)c(=O)c2ccccc2n1C,96,27,0,0,-3,93,0,4,8,2,98
CCN1C(=O)C2C(c3cccc(F)c3)NC(CC)(C(=O)OC)C2C1=O (configuration not stated),104,13,-1,-2,-8,105,0,2,-32,-7,102
COc1ccccc1N(CN1CCCC1=O)C(=O)c1ccccc1F,98,22,-7,-7,-2,100,-3,-4,-4,-3,100
CC(=O)N1CCCc2cc(S(=O)(=O)NC(C(=O)NC3CCCCC3)C(C)C)ccc21 (configuration not stated),96,22,-7,-14,-5,97,-8,-6,-12,-7,98
Cc1cc(NC(=O)CSc2nnc(C)n2-c2ccccc2C)no1,106,12,0,-5,-12,107,-1,-2,-3,-2,120
Cc1cc(C)c(S(=O)(=O)n2ccc3ccccc32)c(C)c1,107,5,1,0,-1,98,-1,0,-22,-4,101
Cc1cc2nc(C3CCN(C(=S)NCC(C)C)CC3)[nH]c2cc1C,99,11,-12,-11,-4,99,-6,-4,-25,-5,101
Cc1cc(Br)c2c(c1)/C(=C/C(=O)c1cccs1)C(=O)N2,?,19,-3,-1,-3,98,-2,-1,-28,-1,96
COc1ccc(C(C)=O)cc1CSc1nc2cc(Cl)ccc2o1,98,29,-5,-7,-13,100,1,0,-8,-5,99
Cc1ccc(S(=O)(=O)Cc2ccc(C(=O)N3CCN(c4ccc(F)cc4)CC3)o2)cc1,101,26,-7,-8,-10,100,-1,0,-35,-7,105
COCCOC(=O)C1=C(C)NC(=O)NC1c1c(OC)ncnc1OC (configuration not stated),103,42,-5,-7,-11,107,-1,1,-60,-11,106
FC(F)(F)C1CC(c2cccs2)Nc2ncnn21 (configuration not stated),100,53,-1,-6,-11,96,-1,5,4,-4,98
COC(=O)C1=C(C)N(C)C(=O)NC1c1ccsc1 (configuration not stated),109,9,-1,-1,-7,103,20,0,-12,-4,102
COc1ccc(C(=O)Nc2sc(C)c(C)c2CN2CC(C)OC(C)C2)cc1 (configuration not stated),100,19,-10,-13,-12,101,-5,-7,-28,-8,102
N#CCSc1nnc(-c2ccc(F)cc2)n1N,101,74,-3,-2,-4,100,-2,-3,-9,-4,100
COc1ccccc1N1CCN(/N=C/c2cccc(O)c2)CC1,104,16,0,-5,-6,104,-1,2,-50,-4,107
O=C(NC1CC1)c1cc2c(s1)-c1ccccc1OC2,96,16,0,-4,-5,102,0,0,-19,-5,102
CC(/C=C/c1ccco1)=N\NC(=O)c1cc(C)[nH]n1,90,27,-9,-9,-13,96,-3,-2,-5,-7,95
COC(=O)CN1C(=S)N(C)C(=O)/C1=C/c1cccs1,96,13,-3,-2,-3,97,0,0,-14,-1,100
CCN(Cc1ccccc1)C(=O)C1CCN(CC2CC=CCC2)CC1 (configuration not stated),110,21,0,1,2,114,0,3,1,5,110
Cc1cccc2cc(CN(CC3CCCO3)C(=O)c3cnccn3)c(=O)[nH]c12 (configuration not stated),95,8,0,-3,-8,97,1,1,-33,-1,99
CCOC(=O)CSc1nc2ccccc2c(=O)n1CC1CCCO1 (configuration not stated),72,15,-2,-1,-2,71,-7,-5,-23,-3,57*

# Taken from above:
# `COC(=O)CN1C(=S)N(C)C(=O)/C1=C/c1cccs1` in Bim-Bcl-B shows -2
# `Cc1ccc(S(=O)(=O)Cc2ccc(C(=O)N3CCN(c4ccc(F)cc4)CC3)o2)cc1` in Bim-Mcl-1 shows -1
# `COc1nc(N(C#N)CC(N)=O)nc(N2CCCC2)n1` in Bcl-2 Bim block shows 0
# `Cc1cc(C)c(S(=O)(=O)n2ccc3ccccc32)c(C)c1` in Bfl-1 Bim block shows -1

# In the list so far, 2 contain a furan ring, fused or not:
SMILES,RGS7-Gao,GSH fluor,Bim-Bcl-XL,Bim-Bcl-B,Bfl-1 Bim block,RGS4-Gao reg,Bim-Mcl-1,Bcl-W Bim block,Mcl1-Bid inh,Bcl-2 Bim block,RGS8-Gao
Cc1ccc(S(=O)(=O)Cc2ccc(C(=O)N3CCN(c4ccc(F)cc4)CC3)o2)cc1,101,26,-7,-8,-10,100,-1,0,-35,-7,105
CC(/C=C/c1ccco1)=N\NC(=O)c1cc(C)[nH]n1,90,27,-9,-9,-13,96,-3,-2,-5,-7,95

# (more compounds)
SMILES,RGS7-Gao,GSH fluor,Bim-Bcl-XL,Bim-Bcl-B,Bfl-1 Bim block,RGS4-Gao reg,Bim-Mcl-1,Bcl-W Bim block,Mcl1-Bid inh,Bcl-2 Bim block,RGS8-Gao
O=C(Nc1ccc2nn(-c3ccccc3)nc2c1)c1ccc2c(c1)OCO2,99,12,-3,-6,-8,98,-2,-3,24,-4,102
CCCCNC(=O)CSc1nnc(-c2c[nH]c3ccccc23)n1CC1CCCO1 (configuration not stated),100,9,-2,-8,-11,99,0,0,-1,-6,103
C/C(Cn1nc([N+](=O)[O-])cc1C)=N\NC(=O)c1ccc(C(C)(C)C)cc1,105,42,4,-29,-10,104,-81,1,-31,-16,101
OC(CCN1CCC2(CC1)OCCO2)C(F)(F)F (configuration not stated),?,13,0,1,-6,98,3,1,-12,0,102
COc1ccc(/C(N)=N/OC(=O)C2CCC(=O)N2S(=O)(=O)c2ccc(C)cc2)cc1 (configuration not stated),102,8,-1,-5,-2,101,-2,-1,-4,-2,102
CCCC(=O)Nc1nc(-c2ccc3c(c2)CCN3S(C)(=O)=O)cs1,89,13,-2,-2,0,88,-1,0,-49,0,94
Cc1c(C(=O)OC2CCCCC2)[nH]c2c1C(=O)CC(C)(C)C2,102,13,-2,-1,-2,100,0,-3,-10,-3,101
CCOc1ccc(Cc2c(Cl)nc(SC)nc2N(C)C)cc1,95,10,-5,-5,-3,97,-2,0,0,-6,99
COc1ccc2nc(C(C)O)[nH]c2c1 (configuration not stated),108,11,1,-5,4,111,-6,1,-10,-2,129
O=C(/C=C/c1ccco1)Oc1ccc(C(=S)N2CCOCC2)cc1,131,9,-2,-1,5,124,-1,-3,-15,5,111
N#Cc1cn(CC(=O)NCc2cccnc2)c2ccccc12,94,15,0,0,-1,98,-4,0,-7,0,96
NS(=O)(=O)c1cccc(NC(=O)COC(=O)Cc2ccc(Cl)cc2)c1,96,12,-2,-5,2,95,-1,0,-4,0,91
CC1(C)Cc2c(c(-c3ccccc3)nc(N3CCCC3)c2C(N)=O)CO1,100,55,-5,-10,-11,103,-6,3,-7,-8,99
O=C(CCc1ccc(S(=O)(=O)N2CCOCC2)cc1)NCCc1ccccn1,102,30,-5,-9,-17,103,-2,-3,-13,-12,101
O=C(N1CCN(c2ccc(F)cc2)CC1)C1(c2cccs2)CCOCC1,101,12,-5,-5,-5,104,0,-1,-39,-7,101
C=C(C)CN(CC)c1nc(N)c(C#N)c(CC#N)c1C#N,100,25,0,-1,0,101,0,2,11,-1,99
O=C(N/N=C/c1ccccc1O)c1cccc(C(F)(F)F)c1,93,13,-2,0,0,97,0,0,0,0,100
Cc1nc(SCC(=O)NCc2ccco2)[nH]c(=O)c1C,99,24,1,0,0,95,0,0,-23,0,99
COc1ccccc1N1CCN(C(=O)CCSCc2ccccc2F)CC1,98,27,1,0,-4,99,-1,0,-14,-4,101
O=c1oc2ccccc2cc1-c1nc(-c2cccs2)cs1,113,9,17,-9,12,114,14,12,7,18,114
COc1ccc(CCC(=O)Nc2ccc(C)c([N+](=O)[O-])c2)cc1,99,6,25,24,13,102,18,21,-2,13,101
CC(CNC(=S)Nc1cc(F)cc(F)c1)CSc1ccc(Cl)cc1 (configuration not stated),89,22,0,0,-2,90,4,2,-55,2,93
COc1ccccc1NC(=S)N1CCN(c2ncccn2)CC1,92,14,-1,0,-2,98,2,0,-21,0,99
O=C(NCCc1ccccc1)c1n[nH]c2ccccc12,103,13,-3,-6,-7,104,-3,-3,-58,-2,104
CC(C)NC(=O)c1ccc2c(=O)n(C3CCCC3)c(=S)[nH]c2c1,99,61,-4,-4,-3,99,0,-5,-50,-3,98

# (next part)
SMILES,RGS7-Gao,GSH fluor,Bim-Bcl-XL,Bim-Bcl-B,Bfl-1 Bim block,RGS4-Gao reg,Bim-Mcl-1,Bcl-W Bim block,Mcl1-Bid inh,Bcl-2 Bim block,RGS8-Gao
O=C(Nc1ccc2c(c1)OCO2)C1(S(=O)(=O)c2ccc(Cl)cc2)CC1,105,14,0,1,0,93,0,2,-48,0,98
O=[N+]([O-])c1cccc(/C=N/Nc2ccccn2)c1,103,7,-5,-8,-9,104,-2,-4,-11,-2,106
Cc1ccc(-c2csc3ncnc(Sc4nnc(CN5CCCCCC5=O)o4)c23)cc1,98,21,-4,-2,-2,101,1,-1,1,-2,99
CCOc1ccccc1N1CCN(C(=O)c2cc(C)oc2C)CC1,101,12,-2,-2,-1,104,-2,-2,-32,-1,101
Cc1cc(-c2nnc(SCC(=O)c3ccc(F)cc3)o2)no1,102,15,-5,-6,-13,100,-2,-6,-21,-4,99
CS(=O)(=O)N(CC(N)=O)c1ccc2c(c1)OCO2,98,12,-2,-1,-1,100,-1,-2,-42,1,102
Cc1ccc(-c2cc(C)nc3nc(N)nn23)cc1,112,31,-12,-6,-8,106,-1,-2,20,-8,106
O=[N+]([O-])c1cc2oc3c(c2c(C=NCc2ccccc2)c1O)CCCC3,62,7,2,30,24,63,35,10,-15,24,80
Cc1cccc(N2CCN(C(=O)c3cn4ccccc4n3)CC2C)c1 (configuration not stated),107,7,-5,-2,-7,103,-2,-3,-2,-3,102
Cc1ccc(Cl)cc1N1CCN(S(=O)(=O)c2ccc3c(c2)oc(=O)n3C)CC1,99,15,0,-5,-4,99,2,0,-31,-6,102
CC1(C)CN(c2ccccc2)N(C(=O)c2ccc(F)cc2)C1=O,105,24,2,0,0,101,0,0,28,0,103
COCCNC(=S)N/N=C(\C)c1ccc(OC)cc1,105,10,-9,-11,-2,105,-6,-4,-11,-5,105
O=C1NC2(CCCCCC2)N=C1c1ccc(Br)cc1,100,12,-6,-6,-3,97,-1,-3,-18,-3,100
CCN(CC)c1ccc(NC(=O)COc2ccccc2C#N)cc1S(=O)(=O)Nc1ccc(OC)cc1,96,3,-2,-14,5,98,-8,0,-24,-2,90
Cc1ccc(C2CC(c3ccc(NS(C)(=O)=O)cc3)=NN2C(=O)c2ccco2)cc1 (configuration not stated),103,9,-4,-7,-1,103,-2,-2,-18,-3,102

# From PubChem BioAssay
